From PubChem BioAssay
Tau fibril FP – qHTS for Inhibitors of Tau Fibril Formation, Fluorescence Polarization | Microtubule-associated protein tau (Homo sapiens), P10636 | K18 P301L tau heparin fibrillization, Alexa594 FP, 6 h | Potency, µM (doses to about 57.7 µM), without a hit: at the highest dose activity, negative = inhibition, most hits filed as inhibitors | hit rate 0.39% among 280,000 | AID 1468, 2008; also: % is scaled to controls: 0 for no effect and ±100 for the full control effect; nearly all actives have a fitted effect of over 55% in size
Target sequence (P10636 561-689 P618L limits assumed): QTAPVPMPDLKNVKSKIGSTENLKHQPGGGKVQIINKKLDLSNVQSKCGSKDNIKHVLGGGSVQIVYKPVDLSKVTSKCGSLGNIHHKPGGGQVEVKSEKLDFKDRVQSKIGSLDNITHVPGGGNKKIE
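Recombinant K18 P301L […], labeled with Alexa 594 at 0.24 uM over 15 uM unlabeled; heparin inducer 20 uM final; 37 C, 6 hr; FP endpoint.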
HTT aggregate – qHTS Multiplex Assay to Identify Dual Action Probes in a Cell Model of Huntington: Aggregate Formation (GFP). PC12 HttQ103-GFP aggregates, Acumen cytometry, 40 h. Potency, µM (highest dose often 46.1 µM), inactives show top-dose activity change, negative = inhibition, actives largely listed as inhibitors. hit rate 1.1% among 220,000; also: % is scaled to controls: 0 for no effect and ±100 for the full control effect; nearly all actives have a fitted effect of over 60% in size
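Multiplexed with ATP-based cell death, this channel scores GFP aggregates in PC12 cells expressing inducible HTTex1-Q103-GFP. Induction used 100 nM tebufenozide; compounds were tested in concentration series.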
HTT cytoprotect – qHTS Multiplex Assay to Identify Dual Action Probes in a Cell Model of Huntington: Cytoprotection (ATP); PC12 HTT-Q103 induced, cytoprotection, ATP luminescence, 40 h; Potency, µM (top dose mostly 56.4 µM), for the others: cytoprotection (ATP increase), most hits filed as activators; hit rate 0.14% among 230,000;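 also: % of control where 0% means no effect; nearly all actives have a fitted effect of over 45% in size; toxic huntingtin expression switched on by the ecdysone agonist tebufenozide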
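PC12 cells with ecdysone-inducible HTT exon 1 Q103-GFP, induced with 100 nM tebufenozide and co-treated with library compounds in a dose series (1536-well, 1500 cells/well). Cytoprotection read as ATP content by ATPlite luminescence.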
Tau fibril ThT – qHTS for Inhibitors of Tau Fibril Formation, Thioflavin T Binding; hit rate 2.1% among 270,000; Microtubule-associated protein tau (Homo sapiens), P10636; Potency, µM (doses to about 57.4 µM), for inactives: at the top dose activity, negative = inhibition, actives largely listed as inhibitors; recombinant tau K18 P301L, heparin-induced fibrillization, ThT fluorescence; AID 1460, 2008; also: % is scaled to controls: 0 for no effect and ±100 for the full control effect; nearly all actives have a fitted effect of over 55% in size
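ThT emission at 510 nm, taken 1 hr after adding 30 uM dye, quantifies aggregates formed when 20 uM heparin acts on human tau K18 P301L for 6 hr at 37 C.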
Tau fluor counter – Counterscreen qHTS for Inhibitors of Tau Fibril Formation, Fluorescence Polarization; Potency, µM (titrated, usually from 57.7 µM), for the others: top-dose activity change, negative = decrease; hit rate 0.93% among 280,000; tau K18 P301L Alexa594 fluorescence, heparin fibrillization; also: % is scaled to controls: 0 for no effect and ±100 for the full control effect; nearly all actives have a fitted effect of over 55% in size
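Human tau K18 P301L (15 uM unlabeled, 0.24 uM Alexa 594-labeled) in 100 mM sodium acetate pH 7 with 20 uM heparin, 6 hr at 37 C. ThT 30 uM added, 1 hr ambient; Alexa 594 FP and total fluorescence read at 555/632 nm.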
KDM4E inh – qHTS Assay for Inhibitors of Human Jumonji Domain Containing 2E (JMJD2E); JMJD2E catalytic domain, FDH-coupled NADH fluorescence (FDH is formaldehyde dehydrogenase); Potency, µM (series often up to 57.1 µM), for the others: at the highest dose activity change, negative = inhibition, usual class: inhibitors; hit rate 1.6% among 230,000; AID 2147, 2009; active = well fitted inhibition curve with a large enough effect, not every such curve was filed as active; inconclusive = small, poorly fitted or top-dose-only effect, or another doubt; inactive = no such curve, though single readings can be large or run the other way;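 also: 0% = wells with enzyme and -100% = buffer wells without enzyme; nearly all actives have a fitted effect of over 50% in size; many of its hits are not listed in these tables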
Target sequence (B2RXH2 1-337 limits assumed): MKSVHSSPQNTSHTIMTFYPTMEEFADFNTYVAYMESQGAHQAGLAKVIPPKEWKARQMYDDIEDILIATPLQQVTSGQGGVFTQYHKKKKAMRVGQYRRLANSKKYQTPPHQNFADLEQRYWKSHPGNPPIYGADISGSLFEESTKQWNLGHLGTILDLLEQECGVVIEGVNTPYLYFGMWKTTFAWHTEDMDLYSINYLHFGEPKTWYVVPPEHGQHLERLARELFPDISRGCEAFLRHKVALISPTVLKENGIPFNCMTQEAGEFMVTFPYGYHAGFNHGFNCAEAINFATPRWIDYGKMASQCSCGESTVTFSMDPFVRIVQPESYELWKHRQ
SMN2 splice enh – qHTS Assay for Enhancers of SMN2 Splice Variant Expression; HEK293 SMN2-luciferase splicing reporter, luminescence, 30-36 h; hit rate 2.8% among 210,000; Potency, µM (series often up to 46.1 µM), without a hit: at the highest dose activity change, positive = activation, most hits filed as activators; AID 1458, 2008; also: % of control where 0% means no effect; nearly all actives have a fitted effect of over 55% in size
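HEK293 cells carry an SMN2 […]–luciferase reporter in which exon 7 inclusion puts luciferase in frame. Cells were plated 10-12 h before compound addition, then incubated 30-36 h at 37C. ONE-Glo luminescence was read; sodium butyrate at 4.5 mM final served as control.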
ALDH1A1 inh – qHTS Assay for Inhibitors of Aldehyde Dehydrogenase 1 (ALDH1A1); hit rate 7.3% among 220,000; Potency, µM (titrated, usually from 75.3 µM), for the others: at the top dose activity, negative = inhibition, usual class: inhibitors; Purified ALDH1A1, NADH fluorescence, propionaldehyde substrate; AID 1030, 2008; active = well fitted inhibition curve with a large enough effect, not every such curve was filed as active; inconclusive = small, poorly fitted or top-dose-only effect, or another doubt; inactive = no such curve, though single readings can be large or run the other way;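 also: plate controls were no enzyme wells and a reference inhibitor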
Target sequence (P00352 whole entry, looked up): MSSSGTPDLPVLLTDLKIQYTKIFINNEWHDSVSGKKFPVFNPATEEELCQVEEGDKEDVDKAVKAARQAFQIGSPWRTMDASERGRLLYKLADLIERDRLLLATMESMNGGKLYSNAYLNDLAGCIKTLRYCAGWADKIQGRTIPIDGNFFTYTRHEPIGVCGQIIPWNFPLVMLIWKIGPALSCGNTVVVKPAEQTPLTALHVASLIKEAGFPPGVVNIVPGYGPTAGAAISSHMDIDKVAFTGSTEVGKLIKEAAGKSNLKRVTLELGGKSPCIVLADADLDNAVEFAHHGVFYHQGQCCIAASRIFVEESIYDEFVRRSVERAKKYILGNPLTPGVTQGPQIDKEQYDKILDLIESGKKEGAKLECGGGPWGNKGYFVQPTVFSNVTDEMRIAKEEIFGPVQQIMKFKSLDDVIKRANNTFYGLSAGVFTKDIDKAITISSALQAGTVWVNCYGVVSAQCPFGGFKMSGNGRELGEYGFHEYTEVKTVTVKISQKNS
Starred values were filed as active, the others as inactive; ? = inconclusive; . = not tested or not shown; [ ] = dose if it differs, or a comment. Unless noted, calls follow the shape of the dose curve; as a rule, active = well fitted curve in the direction sought with a large enough effect; inconclusive = small, poorly fitted or top-dose-only effect, or another doubt; inactive = no such curve, though single readings can be large; an effect the other way counts as inactive or inconclusive. Potency is read from the fitted curve at half-maximal effect.

SMILES | Tau fibril FP | HTT aggregate | HTT cytoprotect | Tau fibril ThT | Tau fluor counter | KDM4E inh | SMN2 splice enh | ALDH1A1 inh
CC(C)/C=C1\CCCCC1N(C)C(=O)NC(C)C (stereo unspecified) | -1% | 2% | 5% | -13% | -12% | 4% | . | 1%
COc1ccc(NC(=O)CSc2nc3[nH]ncc3c(=O)n2-c2ccccc2OC)cc1OC | 7% | ? | . | -17% | -20% | -2% | -12% | ?
O=C(O)c1cc2ccccc2[nH]1 | 0% | . | -38% | ? | -5% | ? | 6% | -14%
CCCC(=O)NC(c1ccco1)c1cc([N+](=O)[O-])c2cccnc2c1O (stereo unspecified) | -17% | ? | -143%[inhibitor] | ? | -10% | 28µM* | -79%[inhibitor] | -12%
CCOC(=O)c1c(NC(=O)CN2C(=O)NC3(CCCCC3C)C2=O)sc(C)c1C (stereo unspecified) | -9% | 1% | 1%[10 µM] | -8% | -9% | -8% | -8% | -14%
O=C(OCC(=O)N1CCOCC1)c1c(Cl)ccc(Cl)c1Cl | 1% | 14% | -15% | -2% | -3% | -2% | 17% | -4%
Cc1c(Cl)cccc1NC(=O)Nc1ccc(C(=O)N2CCCC2)cc1 | -6% | 10% | -5%[10 µM] | ? | -22% | 7% | ? | 20µM*
Cc1cccn2c(=O)c(/C=C3\SC(=S)NC3=O)c(NCCCN3CCOCC3)nc12 | ? | 5%[9.22 µM] | -18%[10 µM] | ? | -9% | -3% | . | -2%
CC(=O)N1NC(=Nc2ccccc2)SC1(C)C | -3% | 17%[9.22 µM] | 12%[10 µM] | -16% | -23% | 15% | . | 8%
CN(c1ccccc1)S(=O)(=O)c1cc(C(=O)Nc2nc3ccccc3[nH]2)ccc1Cl | ? | 11µM* | -14%[1.9 µM] | ? | ? | ? | -98%[inhibitor] | -1%
O=C(CSc1nnnn1Cc1ccccc1)Nc1ccc2c(c1)OCCO2 | 1% | 2% | 20% | -11% | -17% | -5% | 6% | 8.9µM*
CCC1CCCCN1S(=O)(=O)Cc1ccccc1Cl (stereo unspecified) | -5% | 13% | -22% | -5% | -9% | -7% | 10% | -2%
O=C(Nc1ccc2c(c1)OCCO2)c1ccc(CN2CCOCC2)cc1 | 8% | 11% | -65%[inhibitor][10 µM] | -8% | 5% | -10% | 2% | ?
Cn1ncc([N+](=O)[O-])c1C(=O)Nc1ccc(-c2nc3ccccc3[nH]2)cc1 | -6% | -22% | 0%[10 µM] | ? | -27% | 8% | ? | -2%
O=C(c1cc2c(ccc3ccccc32)oc1=O)N1CCN(CCO)CC1 | -6% | ? | 8%[10 µM] | -5% | -8% | ? | 6% | ?
COc1ccc(C(CCN2CCN(c3ccccc3)CC2)c2c(OC)cc(OC)c3c(-c4ccccc4)cc(=O)oc23)cc1 (stereo unspecified) | 5% | 18%[9.22 µM] | 7%[10 µM] | 10% | -3% | ? | . | .
CCCCNC(=O)CO/N=C(\C)c1cc2ccccc2o1 | 0% | -5% | 6%[10 µM] | -3% | -4% | -1% | 29% | 14%
COc1ccc(C(=O)NNC(=O)Cc2ccc(-c3ccccc3)cc2)cc1OC | 3% | 3% | -5% | 0% | 0% | 0% | -2% | 14%
Cc1cccc(-n2c(C)n[nH]c2=S)c1C | 6% | 4% | -1% | 8% | 4% | 7% | -1% | 1%
N#Cc1ccc(COC(=O)c2ccc3c(=O)[nH]c(CN4CCOCC4)nc3c2)cc1 | -11% | -19% | 18% | -14% | -19% | 1% | 22% | 3%
Cc1csc(NC(=O)CSc2nnc(NC(=O)COc3ccccc3)s2)n1 | -12% | -4% | 2%[10 µM] | 14% | 19% | 2% | 26% | 7%
CCOC(=O)c1ccc(Nc2nc(-c3cccnc3)nc3ccccc23)cc1 | ? | 3% | 0% | -5% | ? | ? | -22% | 18%
COc1cccc(C(c2nnnn2C(C)(C)C)N2CCN(C3CCCCC3)CC2)c1OC (stereo unspecified) | -4% | -9% | 1%[10 µM] | -3% | -1% | 1% | -22% | 10%
O=C(Cn1cnc2c(nnn2Cc2ccc(F)cc2)c1=O)NCC1CCCO1 (stereo unspecified) | 3% | -11% | -10%[10 µM] | -6% | -1% | -7% | -3% | -2%
CCCCc1ccc(-n2nc3ccc(NC(=O)c4cc5ccccc5o4)cc3n2)cc1 | 1% | . | . | ? | 1% | . | -9% | .

In a second layout: four of the compounds above.
> COc1ccc(NC(=O)CSc2nc3[nH]ncc3c(=O)n2-c2ccccc2OC)cc1OC
- Tau fibril FP: 7%
- HTT aggregate: ?
- HTT cytoprotect: .
- Tau fibril ThT: -17%
- Tau fluor counter: -20%
- KDM4E inh: -2%
- SMN2 splice enh: -12%
- ALDH1A1 inh: ?

> O=C(O)c1cc2ccccc2[nH]1
- Tau fibril FP: 0%
- HTT aggregate: .
- HTT cytoprotect: -38%
- Tau fibril ThT: ?
- Tau fluor counter: -5%
- KDM4E inh: ?
- SMN2 splice enh: 6%
- ALDH1A1 inh: -14%

> CCCC(=O)NC(c1ccco1)c1cc([N+](=O)[O-])c2cccnc2c1O (stereo unspecified)
- Tau fibril FP: -17%
- HTT aggregate: ?
- HTT cytoprotect: -143%[inhibitor]
- Tau fibril ThT: ?
- Tau fluor counter: -10%
- KDM4E inh: 28µM*
- SMN2 splice enh: -79%[inhibitor]
- ALDH1A1 inh: -12%

> CCOC(=O)c1c(NC(=O)CN2C(=O)NC3(CCCCC3C)C2=O)sc(C)c1C (stereo unspecified)
- Tau fibril FP: -9%
- HTT aggregate: 1%
- HTT cytoprotect: 1%[10 µM]
- Tau fibril ThT: -8%
- Tau fluor counter: -9%
- KDM4E inh: -8%
- SMN2 splice enh: -8%
- ALDH1A1 inh: -14%

(next part)
SMILES | Tau fibril FP | HTT aggregate | HTT cytoprotect | Tau fibril ThT | Tau fluor counter | KDM4E inh | SMN2 splice enh | ALDH1A1 inh
c1ccc(-c2nc(-c3ccccc3)c(Nc3ccc4ccccc4c3)o2)cc1 | ? | . | ? | -17% | ? | 2% | 8% | 8%
COc1ccc(C(=O)N2CCC(c3c[nH]c4ccccc34)(c3c[nH]c4ccccc34)CC2)cc1 | 0% | . | . | -5% | ? | . | 23% | .
Cn1nnnc1SCCNCc1ccncc1 | 0% | -12% | 3% | -2% | -4% | 0% | ? | 8%
Cc1cc2nnc(SCC(=O)N3CCN(c4ccccc4)CC3)n2c(N)n1 | -4% | -10% | -5% | -17% | -8% | -1% | -5% | -4%
O=C(COC(=O)CCC(NC(=O)OCc1ccccc1)C(=O)OCC(=O)Nc1ccccc1)Nc1ccccc1 (stereo unspecified) | ? | -9% | 18%[10 µM] | 4% | ? | -2% | 19% | -9%
CCCOc1ccc(-c2c(C(=O)N/N=C/c3ccc(OC)cc3)nnn2-c2nonc2N)cc1 | -8% | 15% | 15%[10 µM] | 11% | -11% | ? | -5% | ?
COC(=O)Nc1ccc(S(=O)(=O)N2CCCC(C(=O)N3CCCCCC3)C2)cc1 (stereo unspecified) | -5% | -35% | -21% | -1% | -4% | 5% | . | -4%
S=C(NC1CCCCC1)N1CCN(Cc2ccccc2Cl)CC1 | 10% | ? | -14% | -14% | -18% | -3% | . | ?
COCCNC(=O)C(OC(=O)C1=Cc2ccccc2OC1)C(C)C (stereo unspecified) | -6% | 1%[9.22 µM] | 9%[10 µM] | -8% | -14% | -13% | . | ?
O=C(O)CCn1cc(C(=O)O)c(-c2ccccc2)n1 | -2% | 13%[9.22 µM] | -28%[10 µM] | -5% | -2% | 6% | . | .
Cc1nc2ccccc2c(=O)n1NC(=O)c1ccccc1[N+](=O)[O-] | 5% | -5% | -28% | -3% | -6% | 7% | -16% | 1%
Cc1cccc(Nc2nc(N)nc(CN3CCN(c4ccc(F)cc4)CC3)n2)c1 | -1% | 14%[9.22 µM] | -27% | ? | -23% | 2% | -4% | -9%
Cc1ccc(C(=O)O[C@H](C(=O)O)[C@@H](OC(=O)c2ccc(C)cc2)C(=O)O)cc1 (tested in a mixture with another compound) | -3% | . | . | -10% | -12% | 0% | 1% | -1%
CC(=O)Nc1ccc(S(=O)(=O)Nc2nc3ccc([N+](=O)[O-])cc3s2)cc1 | 2% | 13% | 39%[10 µM] | ? | -16% | 8% | 4% | 14µM*
CCC(C)(C)NC(=O)CN(C(=O)c1snc(C(N)=O)c1N)c1ccc2nc(C)sc2c1 | 1% | . | . | -2% | 0% | -26% | -4% | 6%
COc1ccc(/C=C/C(=O)c2nc3ccccc3n2CC(=O)c2ccc(OC)cc2)cc1 | -9% | -15% | -8% | ? | -13% | ? | 10% | 16µM*
O=C1C2C3C=CC(C3)C2C(=O)N1c1cccnc1 (stereo unspecified) | -3% | -1% | 19% | 4% | -2% | 8% | 0% | 7%
CC1(C)S[C@@H]2[C@H](NC(=O)[C@H](N)c3ccc(O)cc3)C(=O)N2[C@H]1C(=O)O | -2% | 5% | . | -9% | -8% | ? | -24% | -2%
Cc1[nH]n(-c2ccccc2)c(=O)c1C=Nc1ccc(S(=O)(=O)NC(N)=O)cc1 | -5% | 25%[9.22 µM] | 13%[10 µM] | . | -17% | -3% | . | .
Cc1nn(C(C)c2n[nH]c(=S)n2-c2cccc(Cl)c2)c(C)c1[N+](=O)[O-] (stereo unspecified) | 1% | -8% | -3%[10 µM] | 2% | 1% | 3% | 2% | 5%

Some of the compounds tested; count on the stated rates, not on these rows.
